L3MBTL1 block – blocks human L3MBTL1 | Q9Y468 | AlphaScreen L3MBTL1–H3K9me1 peptide binding | Potency, µM (doses to about 57.1 µM), for the others: top-dose activity, negative = inhibition, hits mostly inhibitors | actives 0.66% (n = 230,000) | AID 485360; active = well fitted inhibition curve with a large enough effect; inconclusive = small, poorly fitted or top-dose-only effect; inactive = no such curve, though single readings can be large or run the other way; note: nearly all actives have a fitted effect of over 60% in size
Target sequence (Q9Y468 whole entry, looked up): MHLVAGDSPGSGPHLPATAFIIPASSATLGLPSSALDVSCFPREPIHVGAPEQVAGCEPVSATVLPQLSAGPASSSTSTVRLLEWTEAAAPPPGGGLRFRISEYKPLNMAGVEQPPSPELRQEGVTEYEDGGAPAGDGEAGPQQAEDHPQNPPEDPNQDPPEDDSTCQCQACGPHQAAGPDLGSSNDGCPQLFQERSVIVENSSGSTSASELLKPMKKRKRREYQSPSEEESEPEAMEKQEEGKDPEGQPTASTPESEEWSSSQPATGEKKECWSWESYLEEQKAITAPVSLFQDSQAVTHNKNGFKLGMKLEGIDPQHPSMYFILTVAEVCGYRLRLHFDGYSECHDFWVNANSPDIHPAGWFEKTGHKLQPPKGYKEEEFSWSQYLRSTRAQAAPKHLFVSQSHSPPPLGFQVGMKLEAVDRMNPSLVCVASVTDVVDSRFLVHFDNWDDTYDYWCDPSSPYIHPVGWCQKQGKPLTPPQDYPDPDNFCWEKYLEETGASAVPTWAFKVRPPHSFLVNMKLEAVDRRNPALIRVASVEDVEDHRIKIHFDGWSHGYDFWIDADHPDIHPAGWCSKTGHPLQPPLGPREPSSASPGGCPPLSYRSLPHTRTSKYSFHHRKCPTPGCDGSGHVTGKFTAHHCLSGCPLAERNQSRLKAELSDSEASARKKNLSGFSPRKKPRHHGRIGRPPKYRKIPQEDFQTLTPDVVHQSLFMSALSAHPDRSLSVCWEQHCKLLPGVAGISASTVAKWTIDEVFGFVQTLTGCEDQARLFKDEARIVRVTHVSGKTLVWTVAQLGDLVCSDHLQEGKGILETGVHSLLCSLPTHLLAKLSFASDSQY
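Read-out is AlphaScreen signal from streptavidin donor and nickel chelate acceptor beads (10 ug/mL final each) bridging L3MBTL1 (50 nM) and biotinylated K9-monomethylated H3(1-15) peptide (75 nM), after 30 min compound exposure at room temperature.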
Active calls of the source: *; ? = inconclusive; [ ] = another dose, or the depositor's remark. % is set by controls: 0 for no effect and ±100 for the full control effect; potency is the fitted concentration of half-maximal effect. This is a subset; rates above refer to the full screens.

> C[N+]1([O-])[C@@H]2CC(OC(=O)[C@H](CO)c3ccccc3)C[C@H]1[C@@H]1O[C@@H]12 (stereo partly specified)
  L3MBTL1 block = 15%

> COc1ccc(CNCCc2c[nH]c3ccccc23)c(OC)c1OC
  L3MBTL1 block = -7%

> COC(=O)C1=C(c2c(C)noc2C)C[C@@H]2CC[C@H]1N2C(=O)NCCNC(C)=O
  L3MBTL1 block = 6%

> CCc1nc2ccccc2c(=O)n1-c1ccccc1OC
  L3MBTL1 block = 36%[activator]

> Cc1ccc(C2CC3CCC(C2)N3Cc2ccccc2F)cc1 (stereo unspecified)
  L3MBTL1 block = 5%

> CC(=O)OC1CCC2(/C=N/O)C(=CCC3C4CCC(=O)C4(C)CCC32)C1 (stereo unspecified)
  L3MBTL1 block = 1%

> CN1CCc2cc3c(cc2[C@H]1[C@@H]1OC(=O)c2c1ccc1c2OCO1)OCO3
  L3MBTL1 block = -6%

> CCN1CCN(C(=O)COc2ccc3oc4c(c3c2)CCCC4)CC1
  L3MBTL1 block = -8%

> CCOC(=O)C1(CCOc2ccccc2)CCN(Cc2ccccc2OC)CC1
  L3MBTL1 block = -4%

> COC(=O)C1=C(c2ccc(C(C)=O)cc2)C[C@@H]2CC[C@H]1N2C(=O)N1CCC(O)CC1
  L3MBTL1 block = 3%

> CCOC(=O)Cn1cc(C(=O)c2ccccc2)c2ccccc21
  L3MBTL1 block = ?

> COC(=O)C1=C(c2cccc(NC(C)=O)c2)C[C@@H]2CC[C@H]1N2C
  L3MBTL1 block = 12%

> COC(=O)C1=C(c2cccc(C#N)c2)C[C@@H]2CC[C@H]1N2C(=O)NCC1CC1
  L3MBTL1 block = -6%

> COC(=O)C1=C(c2ccc3ccccc3c2)C[C@@H]2CC[C@H]1N2C(=O)NCC1CC1
  L3MBTL1 block = -1%

> COC(=O)C1=C(c2ccc(OCc3ccccc3)cc2)C[C@@H]2CC[C@H]1N2C(=O)NCc1ccc(N(C)C)cc1
  L3MBTL1 block = -7%

> COC(=O)C1=C(c2ccc(F)cc2OCc2ccccc2)C[C@@H]2CC[C@H]1N2C(=O)NCc1ccc(Br)cc1
  L3MBTL1 block = 2%

> CC1(C)C(=O)CC[C@@]2(C)C1=CCC1C2CC[C@]2(C)C(=O)CCC12 (stereo partly specified)
  L3MBTL1 block = 0%

> Cc1cc(C)[n+](CCCC[n+]2c(C)cc(C)cc2C)c(C)c1
  L3MBTL1 block = 5%

> COC12CCC3(CC1C(C)(O)C(C)(C)C)[C@H]1Cc4ccc(OC5OC(C(=O)O)[C@@H](O)C(O)[C@H]5O)c5c4[C@@]3(CCN1CC1CC1)C2O5 (stereo partly specified)
  L3MBTL1 block = 3%

> CCCCCCn1c(=O)c(C(=O)Nc2cccc(C)n2)c(O)c2ccccc21
  L3MBTL1 block = 6%

> COC(=O)C1=C(c2ccc(Cl)c(C(F)(F)F)c2)C[C@@H]2CC[C@H]1N2C(=O)NCC1CC1
  L3MBTL1 block = 4%

> COC(=O)C1=C(c2ccccc2OCc2ccccc2)C[C@@H]2CC[C@H]1N2C(=O)NCc1ccc(F)cc1
  L3MBTL1 block = -8%

> COC(=O)C1=C(c2ccc3ccccc3c2)C[C@@H]2CC[C@H]1N2C(=O)NCCNC(C)=O
  L3MBTL1 block = 4%

> COCCO[C@H]1CC[C@@]2(C)C(=CCC3C2CC[C@@]2(C)C3CC[C@]2(C)O)C1 (stereo partly specified)
  L3MBTL1 block = -2%

> C[C@]12CCC3C(CC[C@H]4C[C@@H](O)CC[C@]34C)C1[C@H]1CN=N[C@H]1[C@@H]2O (stereo partly specified)
  L3MBTL1 block = -4%

> c1ccc(C[n+]2ccccc2)cc1
  L3MBTL1 block = 2%

> COC(=O)C1=C(c2cccc(C#N)c2)C[C@@H]2CC[C@H]1N2C(=O)NCCOc1ccc(OC)cc1
  L3MBTL1 block = 2%

> Clc1ccc(CCC(Cn2ccnc2)Sc2c(Cl)cccc2Cl)cc1 (stereo unspecified)
  L3MBTL1 block = ?

> Cc1ccc(-c2cc(-c3ccc(C)cc3)[n+](-c3ccc(C(=O)O)cc3)c(-c3ccc(C)cc3)c2)cc1
  L3MBTL1 block = 15%

> C[C@]12C[C@H](O)[C@@H](O)CC1=CCC1C2CC[C@@]2(C)C1CC[C@@H]2O (stereo partly specified)
  L3MBTL1 block = -11%

> c1cc2c(cc1[C@H]1OCC3C1CO[C@@H]3c1ccc3c(c1)OCO3)OCO2 (stereo partly specified)
  L3MBTL1 block = -2%

> O=C(c1cc(F)ccc1F)C1CCCN(Cc2cc(Cl)ccc2O)C1 (stereo unspecified)
  L3MBTL1 block = -6%[2.29 µM]

> CCCNS(=O)(=O)c1ccc(OCC(=O)N2CCN(Cc3ccc4c(c3)OCO4)CC2)c(C)c1
  L3MBTL1 block = -13%

> C=CC[N+]1(C)CC[C@]23c4c5ccc(O)c4O[C@H]2C(=O)CC[C@@]3(O)[C@H]1C5 (stereo partly specified)
  L3MBTL1 block = 6%

> COC(=O)C1=C(c2ccc(C(C)=O)cc2)C[C@@H]2CC[C@H]1N2C(=O)NC1Cc2ccccc2C1
  L3MBTL1 block = 1%

> C[C@]12CC[C@@H](O)CC1=CCC1C2CC[C@@]2(C)C1CC[C@@H]2N (stereo partly specified)
  L3MBTL1 block = -3%

> CC1=Nc2ccccc2/C1=C/c1c(O)n(C)c(=O)[nH]c1=O
  L3MBTL1 block = -5%

> O=C(O)Cn1cc(C(=O)c2ccccc2F)c2ccccc21
  L3MBTL1 block = 4%

> Cc1nc2ccc(Cl)cc2c(=O)n1-c1ccc([N+](=O)[O-])cc1
  L3MBTL1 block = -5%

> COC(=O)C1=C(c2ccc(F)cc2OCc2ccccc2)C[C@@H]2CC[C@H]1N2C(=O)N1CCC(C)CC1
  L3MBTL1 block = -7%

> O=[N+]([O-])c1ccccc1-c1cc(-c2ccccc2)cc(-c2ccccc2)[n+]1Cc1ccccc1Cl
  L3MBTL1 block = -2%

> O=C(c1ccc(Cl)cc1)N1CCC2(CC1)OCCO2
  L3MBTL1 block = -5%

> CC(C)c1c(CN(C)C(C)Cc2ccccc2)n(C)n(-c2ccccc2)c1=O (stereo unspecified)
  L3MBTL1 block = -5%

> COc1ccc2c3c1OC1C(O)C=CC4[C@@H](C2)N(C)CC[C@]314 (stereo partly specified)
  L3MBTL1 block = 0%

> CCOC(=O)C1(CCOc2ccccc2)CCN(Cc2cccc(O)c2)CC1
  L3MBTL1 block = -3%

> COC(=O)C1=C(c2ccc3ccccc3c2)C[C@@H]2CC[C@H]1N2C(=O)NCCCOC(C)C
  L3MBTL1 block = 8%

> S=C(NCCc1ccccc1)NCCc1cnc[nH]1
  L3MBTL1 block = 3%[2.29 µM]

> COC(=O)C1=C(c2ccc(F)cc2OCc2ccccc2)C[C@@H]2CC[C@H]1N2C(=O)NCc1ccccc1Br
  L3MBTL1 block = -2%

> CCOc1ccc(CNCCc2ccc3c(c2)OCO3)cc1
  L3MBTL1 block = -3%

> CC(C)N1CCN(Cc2c[nH]c3ccccc23)CC1CCO (stereo unspecified)
  L3MBTL1 block = -1%

> COC(=O)C1=C(c2cccc(Cl)c2)C[C@@H]2CC[C@H]1N2C(=O)N1CCCC1
  L3MBTL1 block = 1%

> Cc1ccccc1N1CCN(Cc2ccc3c(c2)OCO3)CC1
  L3MBTL1 block = 4%

> COC(=O)C1=C(c2c(C)noc2C)C[C@@H]2CC[C@H]1N2C(=O)N1CCc2cc(OC)c(OC)cc2C1
  L3MBTL1 block = 4%

> O=C(CN1CCN(C(=O)COc2cccc(F)c2)CC1)Nc1ccc(Cl)c(C(F)(F)F)c1
  L3MBTL1 block = 10%

> Cc1ccccc1-c1nc2ccccc2c(=O)n1C
  L3MBTL1 block = -1%

> COc1cccc(C(=O)C2CCCN(Cc3ccc(F)cc3)C2)c1 (stereo unspecified)
  L3MBTL1 block = 0%

> Cc1ccc(C(O)P(=O)(Oc2ccccc2)Oc2ccccc2)cc1 (stereo unspecified)
  L3MBTL1 block = 7%

> COC(=O)C1=C(c2ccc(Cl)c(C(F)(F)F)c2)C[C@@H]2CC[C@H]1N2C(=O)NC(C)C
  L3MBTL1 block = 0%

> COC(=O)C1=C(c2c(C)noc2C)C[C@@H]2CC[C@H]1N2C(=O)NCCO
  L3MBTL1 block = 6%

> COc1cc(OC)c(OC)cc1CNCCc1ccc(F)cc1
  L3MBTL1 block = -85%

> COC(=O)C1=C(c2ccc(C(C)=O)cc2)C[C@@H]2CC[C@H]1N2C(=O)N1CCOCC1
  L3MBTL1 block = -3%

> O=P(Oc1ccccc1)(Oc1ccccc1)C(O)c1ccccc1 (stereo unspecified)
  L3MBTL1 block = 7%

> COC(=O)C1=C(c2ccc(F)cc2OCc2ccccc2)C[C@@H]2CC[C@H]1N2C(=O)NCc1cc(C)oc1C(F)(F)F
  L3MBTL1 block = -6%

Entries shown so far that contain nitrogen in an aromatic ring, in the order listed:
> COc1ccc(CNCCc2c[nH]c3ccccc23)c(OC)c1OC
  L3MBTL1 block = -7%

> COC(=O)C1=C(c2c(C)noc2C)C[C@@H]2CC[C@H]1N2C(=O)NCCNC(C)=O
  L3MBTL1 block = 6%

> CCc1nc2ccccc2c(=O)n1-c1ccccc1OC
  L3MBTL1 block = 36%[activator]

> CCOC(=O)Cn1cc(C(=O)c2ccccc2)c2ccccc21
  L3MBTL1 block = ?

> Cc1cc(C)[n+](CCCC[n+]2c(C)cc(C)cc2C)c(C)c1
  L3MBTL1 block = 5%

> CCCCCCn1c(=O)c(C(=O)Nc2cccc(C)n2)c(O)c2ccccc21
  L3MBTL1 block = 6%

> c1ccc(C[n+]2ccccc2)cc1
  L3MBTL1 block = 2%

> Clc1ccc(CCC(Cn2ccnc2)Sc2c(Cl)cccc2Cl)cc1 (stereo unspecified)
  L3MBTL1 block = ?

> Cc1ccc(-c2cc(-c3ccc(C)cc3)[n+](-c3ccc(C(=O)O)cc3)c(-c3ccc(C)cc3)c2)cc1
  L3MBTL1 block = 15%

> CC1=Nc2ccccc2/C1=C/c1c(O)n(C)c(=O)[nH]c1=O
  L3MBTL1 block = -5%

> O=C(O)Cn1cc(C(=O)c2ccccc2F)c2ccccc21
  L3MBTL1 block = 4%

> Cc1nc2ccc(Cl)cc2c(=O)n1-c1ccc([N+](=O)[O-])cc1
  L3MBTL1 block = -5%

> O=[N+]([O-])c1ccccc1-c1cc(-c2ccccc2)cc(-c2ccccc2)[n+]1Cc1ccccc1Cl
  L3MBTL1 block = -2%

> CC(C)c1c(CN(C)C(C)Cc2ccccc2)n(C)n(-c2ccccc2)c1=O (stereo unspecified)
  L3MBTL1 block = -5%

> S=C(NCCc1ccccc1)NCCc1cnc[nH]1
  L3MBTL1 block = 3%[2.29 µM]

> CC(C)N1CCN(Cc2c[nH]c3ccccc23)CC1CCO (stereo unspecified)
  L3MBTL1 block = -1%

> COC(=O)C1=C(c2c(C)noc2C)C[C@@H]2CC[C@H]1N2C(=O)N1CCc2cc(OC)c(OC)cc2C1
  L3MBTL1 block = 4%

> Cc1ccccc1-c1nc2ccccc2c(=O)n1C
  L3MBTL1 block = -1%

> COC(=O)C1=C(c2c(C)noc2C)C[C@@H]2CC[C@H]1N2C(=O)NCCO
  L3MBTL1 block = 6%
